# PLK1 PBD inh = blocks phosphopeptide binding to human PLK1 polo-box domain; Plk1 PBD binding of FITC phosphopeptide, fluorescence polarization; Potency, µM, for inactives: max response, negative = inhibition, most hits filed as inhibitors; hit rate 2.8% among 360,000; further: potency means the concentration at half of the fitted maximal effect; series mostly up to about 57 µM; on the % scale 0 is the no-effect control and ±100 the full control effect; nearly all actives have a fitted effect of over 65% in size
# Target sequence (P53350 whole entry, looked up, the tested form may be a part): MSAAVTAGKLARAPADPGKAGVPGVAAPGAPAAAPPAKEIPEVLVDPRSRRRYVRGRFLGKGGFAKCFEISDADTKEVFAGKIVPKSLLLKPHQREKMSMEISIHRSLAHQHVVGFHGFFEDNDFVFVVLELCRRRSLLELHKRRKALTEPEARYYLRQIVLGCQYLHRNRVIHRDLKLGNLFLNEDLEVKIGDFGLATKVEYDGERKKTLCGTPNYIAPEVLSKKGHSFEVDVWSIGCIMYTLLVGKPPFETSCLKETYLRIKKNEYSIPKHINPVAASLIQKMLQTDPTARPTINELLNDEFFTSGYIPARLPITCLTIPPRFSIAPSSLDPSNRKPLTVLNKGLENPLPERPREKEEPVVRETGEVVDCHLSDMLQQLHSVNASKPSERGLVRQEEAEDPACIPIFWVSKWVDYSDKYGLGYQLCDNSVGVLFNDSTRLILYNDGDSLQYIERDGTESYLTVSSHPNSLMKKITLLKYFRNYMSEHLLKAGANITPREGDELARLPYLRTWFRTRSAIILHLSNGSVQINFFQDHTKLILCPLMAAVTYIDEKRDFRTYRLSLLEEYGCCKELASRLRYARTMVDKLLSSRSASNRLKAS
# IL-2 act = activators of IL-2 | IL-2 activation reporter assay, cell-based qHTS; stimulated with anti-CD3/CD4/CD28 beads; in transgenic mouse T cells | hit rate 0.065% among 360,000 | AID 652025 | activation, % (series mostly up to about 46 µM); in the data active means activation above about 50%; inconclusive means mostly about 30% to 49%; further: 0% is about no effect
#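 Unstimulated transgenic mouse T cells preincubated 60 min with compound, then stimulated with anti-CD3/anti-CD4-coated beads plus anti-CD28 for 18 h at 37 degrees C. IL-2 response read as EGFP and DsRed fluorescence by plate cytometry.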
# WRN inhibitor = blocks human WRN helicase; hit rate 0.46% among 360,000; WRN helicase unwinding, fluorescent forked duplex, kinetic; Potency, µM (highest dose often 114 µM), for the others: at the top dose activity change, negative = inhibition, most hits filed as inhibitors; further: potency means the concentration at half of the fitted maximal effect; on the % scale 0 is the no-effect control and ±100 the full control effect; nearly all actives have a fitted effect of over 55% in size
#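 Fluorescence dequenching readout, ex 525 nm/em 598 nm, kinetic mode: forked duplex DNA (100 nM final) with adjacent fluorophore and quencher unwound by WRN (20 nM final) with 2 mM ATP. Compound preincubation 15 min, room temperature.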
# Abeta yeast res = compounds reversing amyloid beta toxicity in yeast | yeast expressing A-beta42, growth rescue, OD600, 48 h; response scale: 0% DMSO, 100% iron-clioquinol control | Potency, µM (doses to about 46.1 µM), without a hit: at the highest dose growth rescue, hits mostly activators | hit rate 0.063% among 410,000 | AID 1347071; further: potency means the concentration at half of the fitted maximal effect; nearly all actives have a fitted effect of over 55% in size
#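 Yeast A-beta toxicity model in growth medium with pinned compounds, 48 h at 30 C; growth read as absorbance at 600 nm. Normalized to FeCl3/clioquinol equimolar mix (positive) and DMSO (negative).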
# EPAC1 ag = agonists of human EPAC1. O95398. EPAC1 agonist qHTS, biochemical assay; response scale: 100% = response to 6.5 mM cAMP. Potency, µM (top dose mostly 154 µM), for the others: at the top dose activation, usual class: activators. hit rate 0.073% among 360,000. AID 720707; further: potency means the concentration at half of the fitted maximal effect; nearly all actives have a fitted effect of over 60% in size
#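 Read-out is the fluorescence drop as BODIPY-GDP leaves Rap1B (480 nm excitation, 540 nm emission), recorded every 5 minutes over 30 minutes. Reactions held 100 nM EPAC1, 250 nM Rap1B–BODIPY-GDP and 50 uM GDP, with 6.5 mM cAMP setting full activation.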
# EPAC1 antagonist = blocks human EPAC1 exchange factor; EPAC1 GEF assay, Rap1b-BODIPY-GDP exchange fluorescence; hit rate 0.14% among 360,000; Potency, µM (top dose mostly 115 µM), for inactives: at the top dose activity change, negative = inhibition, hits mostly inhibitors; AID 720709;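 further: potency means the concentration at half of the fitted maximal effect; plate controls were vehicle for no effect and positive control for full effect; nearly all actives have a fitted effect of over 50% in size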
# FUS suppressor = FUS proteinopathy suppression in yeast. S. cerevisiae FUS-expressing, growth rescue, OD600, 24 h. Potency, µM (titrated, usually from 76.6 µM), without a hit: at the top dose growth rescue (activation), usual class: activators. hit rate 0.24% among 390,000. AID 1347120;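 further: potency means the concentration at half of the fitted maximal effect; plate controls were DMSO vehicle for no effect and reference control for full effect; nearly all actives have a fitted effect of over 55% in size; some results filed as inactive show a strong effect at the top dose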
#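 Cultures pregrown in 2.5% raffinose medium are shifted to minimal medium containing 2% galactose to express toxic FUS. Compounds are tested at several concentrations. After 24hr at 30C, growth is quantified at 600 nm absorbance.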
# aSyn rescue = rescues yeast growth from alpha-synuclein toxicity; hit rate 0.14% among 370,000; Potency, µM (titrated, usually from 46.1 µM), for inactives: top-dose growth rescue (activation), most hits filed as activators; AID 652106; Yeast expressing alpha-synuclein, growth rescue, BacTiter-Glo, 24 h; further: potency means the concentration at half of the fitted maximal effect; % of control where 0% means no effect; nearly all actives have a fitted effect of over 65% in size
#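 Readout is rescue of growth in alpha-synuclein-expressing yeast, so inhibitors of toxicity appear as activators. Growth after 24 hr at 30 deg C in galactose medium is quantified by luminescence.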
# PI5P4Ka inh = blocks human PI5P4K alpha kinase activity; PI5P4Kalpha enzyme, ADP-Glo luminescence, 60 min; stronger effect = lower value; hit rate 1.2% among 330,000; P48426; max response, %; active means max response of -50% or lower; inconclusive means between -30% and -50%; inactive means -30% or higher; further: value at the top dose of about 77 µM; on the % scale 0 is the no-effect control and ±100 the full control effect
# Target sequence (P48426 whole entry, looked up): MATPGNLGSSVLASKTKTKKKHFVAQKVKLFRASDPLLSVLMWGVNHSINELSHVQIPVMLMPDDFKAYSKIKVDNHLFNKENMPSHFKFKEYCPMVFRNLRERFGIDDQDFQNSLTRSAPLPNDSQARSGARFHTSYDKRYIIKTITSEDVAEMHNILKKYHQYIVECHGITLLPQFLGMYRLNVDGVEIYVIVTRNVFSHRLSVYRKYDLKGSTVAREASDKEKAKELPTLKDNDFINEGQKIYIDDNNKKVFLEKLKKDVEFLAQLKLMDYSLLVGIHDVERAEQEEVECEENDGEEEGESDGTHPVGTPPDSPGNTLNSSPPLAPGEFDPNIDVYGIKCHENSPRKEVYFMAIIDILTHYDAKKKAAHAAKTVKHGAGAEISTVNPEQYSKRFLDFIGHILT
#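 PI5P4Kalpha ADP-Glo assay; 5 microM ATP final; 60 min RT reaction; HEPES pH 7.4/EGTA/CHAPS, 5% DMSO; controls lacking substrate or enzyme; luminescent end-point.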
# * hit, by the source's call; u = inconclusive; x = no result given; & = joins results of further samples; [ ] = remark or other dose. Unless noted, the call rests on the fitted dose curve; in most records, active means well fitted curve in the direction sought with a large enough effect; inconclusive means small, poorly fitted or top-dose-only effect, or another doubt; inactive means no such curve, though single readings can be large; an effect the other way counts as inactive or inconclusive.
# Values run as follows: PLK1 PBD inh, IL-2 act, WRN inhibitor, Abeta yeast res, EPAC1 ag, EPAC1 antagonist, FUS suppressor, aSyn rescue, PI5P4Ka inh
- C/C(=N\NC(=O)CN(c1ccc(Oc2ccccc2)cc1)S(C)(=O)=O)C(C)(C)C
  -6%, 1.1, 1%, -2%, 2%, 4%, 17%, 1%, 1
- COc1cc(OC)cc(-c2nc(=S)n3ccsc3n2)c1
  -15%, 1.7, 11%, -24%, 5%, -24%, 18%, -2%, 6
- COc1ccccc1N1C(=O)c2ccc(C(=O)Nc3ccc(F)cc3)cc2C1=O
  -6%, -0.6, -5%, -7%, 3%, 16%, -18%, 3%, 1
- COc1ccc(OC)c(NC(=O)C2CCCN2C(=O)NC2CCCCC2)c1 (stereo not drawn)
  2%, 0.3, -6%[57.1 µM], 4%, -2%, 2%, -17%, 5%, 3
- O=C(NN1CCOCC1)NC12CC3CC(CC(C3)C1)C2
  -13%, 1.9, u, 13%, 4%, -24%, -20%, -3%, 7
- COc1ccc(N2CCN(C(CNC(=O)C(=O)NCCCn3ccnc3)c3cccnc3)CC2)cc1 (stereo not drawn)
  -5%, -3.5, 4%, -7%, -6%, -23%, -18%, -2%, 0
- Cc1cccc(C)c1NC(=O)COC(=O)CSc1nnc(N)s1
  -8%, -2.4, 0%, -6%, 7%, 8%, 23%, -14%, 5
- COc1ccc(CCNc2nc(C)cc(=O)[nH]2)cc1OC
  3%, -2.3, 15%, 17%, -1%, 11%, 2%, -7%, x
- Cc1cccc(NC(=O)CNC(=O)[C@H]2O[C@@H](n3ccc(N)nc3=O)[C@H](O)[C@@H]2O)c1C
  -9%, 0.1, 5%, 0%, 11%, 17%, -31%, -9%, -1
- COc1ccc(S(=O)(=O)NC(=O)C2(C)CCN2C(=O)Cc2cc(C)cc(C)c2)cc1OC (stereo not drawn)
  6%, -0.3, -5%, -8%, -2%, 3%, -4%, 0%, -3
- O=c1[nH]c(C(Cl)(Cl)Cl)nc2ccc3ccccc3c12
  u, -0.2, -4%, -4%, 0%, -10%, -1%, -9%, -7
- Cc1ccc(OCC(=O)c2c[nH]c3ccccc23)c([N+](=O)[O-])n1
  -2%, 0.0, -3%, -4%, -5%, 2%, -22%, 5%, -28
- NNC(=O)CNC(c1ccccc1)c1cc(Cl)ccc1NC(=O)c1ccccc1 (stereo not drawn)
  -3%, 1.0, -2%, -10%, 11%, -16%, u, -3%, 7
- CCCCN(C)CCCNC(=O)c1cc(-c2cccnc2)nc2ccccc12
  -3%, -1.7, -1%, 6%&4%, 11%, -23%, -6%&-7%, 0%, 2
- CCCCc1ccc(NC(=O)CN(C)CC(=O)Nc2ccccc2Cl)cc1
  -8%, -0.4, -7%, u, 3%, -4%, 35µM*, 27%, 37
- O=C(CCC(=O)c1cccs1)NNC(=O)c1cccc(Cl)c1
  -14%, 0.6, 2%, -17%, 8%, -11%, 28%, 1%, -4
- CCn1c(CSc2nnc(-c3ccncc3)n2CCOC)nc2cc(C(=O)O)ccc21
  -7%, 0.4, u, 0%, 3%, 1%, 21%, -4%, -4
- Brc1ccc(-c2nc3c4ccccc4ccn3c2Cc2ccccc2)cc1
  4%, -1.5, -7%, 2%, 10%, 4%, 2%, -30%[inhibitor], 6
- COc1cc(/C=N/NC(=O)CCc2n[nH]c(=O)[nH]c2=O)ccc1O
  -8%, -3.2, -4%, 8%, -4%, 0%, 5%, -8%, -18
- COc1cccc(C(=O)c2cn(CC(=O)NCc3ccco3)c3nc(C)ccc3c2=O)c1
  -9%, -0.5, u, -3%, -8%, 27%, 42%, -3%, -29

# (listing goes on)
# Values run as follows: PLK1 PBD inh, IL-2 act, WRN inhibitor, Abeta yeast res, EPAC1 ag, EPAC1 antagonist, FUS suppressor, aSyn rescue, PI5P4Ka inh
- CCCCCCCCN1C(=O)[C@H](CC(=O)NCc2cccs2)C[C@@]2(C(=O)OCC)CCCC=C12
  -4%, -0.7, -8%, 13%, -27%, u, 43%, 16%, 3
- CC(=O)Nc1ccc(S(=O)(=O)N2CCN(Cc3ccncc3)CC2)cc1
  -9%, -2.3, 6%, -6%, -5%, 4%, 11%, -8%, 2
- CCCCNC(=S)N(CCCN(C)C)Cc1cc2cc3c(cc2[nH]c1=O)OCO3
  -10%, 0.4, 3%, -29%, 1%, 9%, 3%, 0%, 5
- CCCCN(C(=O)c1ccc(NC2CC2)c([N+](=O)[O-])c1)c1c(N)n(CC(C)C)c(=O)[nH]c1=O
  -12%, -0.3, 1%, -4%, -2%, 5%, 5%, -2%, -2
- CCCOc1ccc(C(=O)C(c2ccccc2)N2CCOCC2)cc1 (stereo not drawn)
  -8%, 1.6, -10%, 11%, 5%, -19%, 19%, 0%, 5
- CC(=O)Nc1ccn(-c2ccccc2)n1
  u, -2.8, 10%, 2%, -2%, 7%, -33%, 5%, -5
- Fc1ccc(-c2noc(-c3ccc4c(c3)CCO4)n2)cc1
  -8%, -2.1, -7%, -15%, 7%, 8%, 8%, -11%, 6
- Cc1ccc(S(=O)(=O)N2CCCOC2)cc1
  -9%, -0.9, -4%, -13%, 0%, -4%, -10%, -1%, x
- CCCCc1nc(SCC(=O)Nc2nnc(C(C)C)s2)n[nH]1
  6%, 0.8, 5%, -10%, -19%, -3%, 4%, -1%, -6
- CC(=O)c1c(C)[nH]c(C(=O)OCC(=O)N2CCN(S(=O)(=O)c3ccc(C)cc3)CC2)c1C
  4%, -0.6, 4%, 1%, 3%, 21%, 11%, 2%[1.84 µM], -2
- Cc1cccc(NC(=O)c2cc(Cl)nc3ccccc23)n1
  -4%, -2.5, -4%, -24%, 5%, 18%, 2%, 0%, 4
- O=C(c1cnc(N2CCN(c3ncccn3)CC2)c2ccccc12)N1CCN(c2ccccn2)CC1
  -8%, 1.2, 1%, 9%, 3%, -19%, 24%, 8%, -5
- Cc1ccc2nc3c(nc2c1C)C(O)=C3O
  11µM*, -4.0, u, -16%, -5%, 8%, 4%, 5%, -8
- CC(C)NC(=O)Cn1nnc(-c2ccc(Cl)cc2)n1
  3%, -0.3, 1%, 4%, 0%, -2%, x, 1%, -1
- COc1ccc(NC(=O)C2=CC(c3ccc(OC)cc3)=NS(=O)(=O)N2C)cc1
  -3%, -1.1, -5%, 16%, 3%, u, -12%, -7%, 5
- CCOC(=O)C1=C(C)N(C[C@@H]2CC[C@@H](Cc3ccc4cc(OC)ccc4c3)O2)C(=O)NC1c1ccccc1 (stereo partly drawn)
  -12%, -0.5, -12%, -2%, 5%, -3%, u, 2%, 0
- COc1ccc(CC(=O)N2CC(=O)N(CCc3ccccc3)C(=O)C2)cc1
  -6%, -1.9, -24%[57.1 µM], -3%, 0%, -5%, -10%, 6%, 1
- O=C(NCc1ccco1)C(=O)NCC1OCCCN1S(=O)(=O)c1ccccc1 (stereo not drawn)
  -9%, -0.2, 5%, 18%, -1%, -1%, x, -1%, -7
- CCOc1ccc(NC(=O)CS(=O)(=O)c2cn(CC)c3ccccc23)cc1
  -6%, -2.0, 0%, 4%, -20%, u, -8%, -5%, 1
- O=C(Nc1cccc([N+](=O)[O-])c1)c1ccc(N2CCCC2=O)cc1
  -7%, -1.7, -1%, 8%, 0%, 7%, -30%, 0%, -8

# The list goes on.
# Values run as follows: PLK1 PBD inh, IL-2 act, WRN inhibitor, Abeta yeast res, EPAC1 ag, EPAC1 antagonist, FUS suppressor, aSyn rescue, PI5P4Ka inh
- O=C(CN1C(=O)CSc2ccc(S(=O)(=O)N3CCOCC3)cc21)NCCCN1CCOCC1
  -3%, -0.6, -4%, 5%, 1%, -11%, 30%, -2%, 0
- CCc1ccc(OCC(=O)Nc2ccc(S(=O)(=O)Nc3cc(C)on3)cc2)c(Br)c1
  -27%, -0.9, -26%, 1%, -3%, 2%, x, 10%, -4
- C/C(CCc1oc2ccc(Cl)cc2c1-c1ccc(C)o1)=N\O
  -18%, -0.2, -16%, -20%, 26%, -9%, 18%, 6%, 20
- O=C1/C(=C/c2cccs2)SC(=S)N1c1ccccc1
  0%, 5.5, 2%, 7%, -5%, -8%, 10%, -1%, 9
- CC(=O)c1c(C)nn(CCC(=O)O)c1C
  15µM*, 3.4, 4%, 11%, 6%, -10%, -4%, 4%, u
- Cc1cccc(NS(=O)(=O)c2nnc(NC(=O)C3CCCCC3)s2)c1
  -6%, -3.2, 3%, -16%&-12%, -24%, 8%, 2%&-35%, -5%, 3
- CCC(CC)NC(=O)c1cccc([N+](=O)[O-])c1C
  7%, 2.4, -2%, 1%, 0%, 1%, x, 3%, 7
- Cc1ccc(NC(=O)N2CCN(C(=O)C3CCCO3)CC2)cc1 (stereo not drawn)
  2%, -0.4, -7%, 4%, -4%, 13%, -18%, -11%, -1
- CCOC(=O)C1(c2ccccc2)CCCNC1=O (stereo not drawn)
  -10%, -0.1, 9%, -6%, -16%, -4%, -9%, 11%, 1
- COc1ccc(-c2cc(C(=O)Nc3ccc(S(=O)(=O)Nc4onc(C)c4C)cc3)c3ccccc3n2)cc1OC
  -28%, -0.1, -1%, x, -1%, 1%, u, 5%, -2
- COc1ccc(N(C)S(=O)(=O)c2cccc(C(=O)Nc3nnc(C)s3)c2)cc1
  -12%, -0.5, 3%, -3%, 8%, -21%, -17%, -8%, -3
- Cn1cc(S(=O)(=O)N2CCCC2)cc1C(=O)N1CCN(c2ccccc2)CC1
  -10%, -3.1, -5%, -14%, 11%, -12%, -5%, -2%, -11
- CN(C)c1ccc(/C=C(\NC(=O)c2ccccc2)C(=O)NCCCN2CCOCC2)cc1
  0%, -0.3, -5%, -21%, -16%, 4%, 9%, -2%, 0
- CCOc1cc(N2CCOCC2)c(OCC)cc1NC(C)C(=O)N1CCC(C)CC1 (stereo not drawn)
  -11%, 0.9, -33%[57.1 µM], -14%, 1%, -4%, 16%, 1%, 1
- COc1cc2sc3cc(NCc4ccc(C)o4)ccc3c(=O)c2cc1OC
  0%, -0.6, -11%[11.6 µM], 15%, -16%, -9%, 12%, u, -9
- Cc1ccc2c(c1)N(C(C)C(=O)NCc1cccs1)C(=O)CO2 (stereo not drawn)
  -2%, 1.1, 0%, x, -4%, -4%, -2%, -4%, -1
